S1P3 antag: blocks the human S1P3 receptor; CHO S1P3 NFAT-BLA reporter, FRET fluorescence, antagonist mode; inhibition, % at 4.98 µM; actives 0.27% (n = 170,000); AID 485;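 active = inhibition above the plate cutoff, the mean inhibition of test wells on that plate plus 3 SD, cut at about 28% in these data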;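 also: cells challenged with S1P at its EC80 of 0.8 µM; blue over green emission ratio from cleaved BLA substrate after 4 h stimulation; 0% = S1P-stimulated wells and 100% = unstimulated DMSO-only wells; some compounds past the cut are filed as inactive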
Target sequence (Q99500 whole entry, looked up): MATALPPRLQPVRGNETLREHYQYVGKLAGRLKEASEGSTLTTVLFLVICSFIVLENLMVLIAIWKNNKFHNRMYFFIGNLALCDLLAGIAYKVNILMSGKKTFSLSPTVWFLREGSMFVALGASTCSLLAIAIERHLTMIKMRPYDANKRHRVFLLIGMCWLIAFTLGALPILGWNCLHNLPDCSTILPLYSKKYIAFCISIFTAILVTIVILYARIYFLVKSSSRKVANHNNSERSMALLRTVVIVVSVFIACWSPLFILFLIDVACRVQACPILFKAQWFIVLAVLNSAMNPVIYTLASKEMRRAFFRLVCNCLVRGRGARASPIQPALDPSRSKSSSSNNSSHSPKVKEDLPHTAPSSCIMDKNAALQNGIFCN
PPARg SRC-3 ag: promotes SRC-3 coactivator recruitment by human PPARgamma | P37231 | biochemical PPARgamma/SRC-3 coactivator recruitment assay | activation, % at 8 µM | actives 0.26% (n = 200,000) | AID 731; in the data active = activation above about 23%;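 also: 0% = DMSO and 100% = reference agonist; some compounds past the cut are filed as inactive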
Target sequence (P37231 whole entry, looked up): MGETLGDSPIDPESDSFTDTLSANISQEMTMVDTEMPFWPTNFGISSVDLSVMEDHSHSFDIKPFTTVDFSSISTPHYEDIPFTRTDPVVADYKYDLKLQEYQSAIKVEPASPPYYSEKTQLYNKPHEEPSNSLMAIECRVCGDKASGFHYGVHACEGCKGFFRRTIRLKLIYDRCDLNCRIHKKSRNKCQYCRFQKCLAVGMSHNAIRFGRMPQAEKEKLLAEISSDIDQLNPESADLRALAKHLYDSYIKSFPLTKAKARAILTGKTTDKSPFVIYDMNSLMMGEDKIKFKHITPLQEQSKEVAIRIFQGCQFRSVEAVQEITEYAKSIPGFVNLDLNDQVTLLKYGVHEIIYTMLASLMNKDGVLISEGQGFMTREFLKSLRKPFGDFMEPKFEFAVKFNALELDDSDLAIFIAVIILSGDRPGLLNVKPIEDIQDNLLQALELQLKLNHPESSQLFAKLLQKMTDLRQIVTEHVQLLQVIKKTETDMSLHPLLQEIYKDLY
Diaph inh CS: inhibits diaphorase or chemically oxidizes, flagging diaphorase assay artifacts | diaphorase resazurin-to-resorufin fluorescence, NADH, 16 min; bacterial (C. kluyveri) enzyme, not human | inhibition, % at 20 µM | actives 0.69% (n = 190,000) | AID 1217;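 active = primary screen inhibition at 20 µM above a set limit, cut at about 50% in these data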;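 also: plate controls were DMSO with full reaction for no effect and wells lacking NADH for full effect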
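Benchmarks: positive control wells lacking NADH, neutral wells with DMSO only. System: bacterial diaphorase enzyme (C. kluyveri). Input: 0.14 U/mL diaphorase, enzyme working solution. Detection: resorufin fluorescence, excitation 544 nm, emission 590 nm. Times: 16-min room-temperature incubation before reading.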
PMI act hi M6P: PMI (human) activation, high substrate | P34949 | coupled PMI enzyme assay, resazurin fluorescence, 20 min; stronger effect = higher value; 1 = untreated enzyme, 0 = substrate-free blank | activation factor at 20 µM | actives 0.34% (n = 190,000) | AID 1216;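 active = activation factor of 2 or more at 20 µM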
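Technique: Diaphorase-driven resazurin-to-resorufin fluorescence, excitation 544, emission 590 nm | Assay system: Human PMI in coupled enzyme assay | Times: Enzyme reaction with compound 20 min at room temperature | Medium: HEPES-buffered pH 7.4 with magnesium and detergent | Reagent: Mannose-6-phosphate 1.0 mM (near-saturating) plus 0.22 mM NADP+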
PMI activator: phosphomannose isomerase (human) activation; actives 0.005% (n = 190,000); activation factor at 20 µM; purified human PMI, coupled resazurin fluorescence, 20 min; stronger effect = higher value; 1 = vehicle control, 0 substrate-free wells; AID 1214;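 active = activation factor of 2 or more at 20 µM, relative to plate controls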
SRC2 TRFRET art: counter-screen for PPARgamma SRC-2 recruitment agonists: TR-FRET artefact. stronger effect = higher value. TR-FRET ratio at 8 µM. actives 0.4% (n = 200,000). AID 1049; in the data active = TR-FRET ratio above about 2000; also: inactives centre near 1500
ROMK mod: modulators of human ROMK potassium channel. B-score at 10 µM. actives 2% (n = 130,000). AID 1918. Tet-inducible ROMK, thallium flux fluorescence; actives lie on both sides. P48048;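 active = signal ratio slope over the read window, or its plate-corrected B-score, at least 3 SD from the plate mean, either direction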;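 also: B-score of the F/F0 ratio slope over 7 to 12 s after thallium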
PPARg SRC-2 ag: promotes SRC-2 coactivator recruitment by human PPARgamma; P37231; PPARgamma LBD-SRC-2 recruitment, biochemical; activation, % at 8 µM; actives 0.34% (n = 200,000); AID 1032; in the data active = activation above about 22%;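 also: 0% = vehicle and 100% = reference agonist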
PPARg SRC1 recr: promotes SRC-1 coactivator recruitment by human PPARgamma; activation, % at 8 µM; AID 631; PPARgamma-SRC-1 coactivator recruitment biochemical assay; P37231; actives 0.41% (n = 200,000); in the data active = activation above about 19%;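 also: 0% = DMSO and 100% = reference agonist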
Diaph act CS: counter-screen for diaphorase-based assays: diaphorase activators and chemical reducers; Diaphorase/resazurin coupled assay, resorufin fluorescence, 16 min; stronger effect = higher value; 1 = vehicle wells, 0 = NADH-free wells; activation factor at 20 µM; actives 0.005% (n = 190,000); AID 1229;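 active = diaphorase activity raised at least twofold by the compound at 20 µM; inactive = activation factor below 2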
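Material: bacterial diaphorase enzyme (C. kluyveri); amount: enzyme 0.07 U/mL final; reagent: NADH substrate 0.114 mM plus resazurin dye 0.1 mM, final; doses: single compound dose of 20 µM, 1% DMSO final; timing: 16 min enzyme reaction, ambient temperature; measured by: fluorescence of resorufin, 544 nm excitation, 590 nm emission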
G6PDH counter: L. mesenteroides G6PDH inhibition counter-screen | AID 1020 | inhibition, % at 5 µM | Purified L. mesenteroides G6PDH, diaphorase/resazurin coupled fluorescence, 45 min | actives 0.12% (n = 200,000); in the data active = inhibition above about 50%
* = called active by the depositor; . = no result given.

Abbreviations: A = S1P3 antag; B = PPARg SRC-3 ag; C = Diaph inh CS; D = PMI act hi M6P; E = PMI activator; F = SRC2 TRFRET art; G = ROMK mod; H = PPARg SRC-2 ag; I = PPARg SRC1 recr; J = Diaph act CS; K = G6PDH counter
> O=C1CN(CC(=O)Nc2ccc(Cl)cc2)CCN1
  A = .; B = 2; C = 6; D = 1.1; E = 1.1; F = 1583; G = .; H = -1; I = 0; J = 0.9; K = 1
> COC(=O)c1ccc(CSc2nnc3ccccn23)o1
  A = -28; B = 18; C = 14; D = 0.9; E = 1; F = 1487; G = 0.78; H = 7; I = 6; J = 0.9; K = 5
> Cc1ccc(NC(=O)/C(=C/c2cccs2)NC(=O)c2ccco2)c(C)c1
  A = 1; B = 2; C = -2; D = 1; E = 1; F = 1682; G = 1.3; H = 15; I = 4; J = 1; K = 18
> O=C(Oc1ccccc1)c1ccc(COC(=O)c2cnccn2)cc1
  A = -1; B = -1; C = 9; D = 1; E = 1; F = 1574; G = .; H = 1; I = 1; J = 0.9; K = 7
> COc1ccc(C2OC(=O)CC2C(=O)NC2CCCC(C)C2C)cc1OC (stereo not given)
  A = .; B = 6; C = 0; D = 1; E = 0.9; F = 1551; G = -0.081; H = 15; I = -2; J = 1; K = 7
> COc1ccc(S(=O)(=O)N2CCCCC2C(=O)O)cc1 (stereo not given)
  A = .; B = 3; C = -6; D = 1.1; E = 1.2; F = 1503; G = .; H = 3; I = 0; J = 1.1; K = 12
> CCN(CC)S(=O)(=O)c1cc(NC(=O)C(CC(C)C)NC(N)=O)ccc1C (stereo not given)
  A = 6; B = -3; C = 11; D = 0.9; E = 0.9; F = 1517; G = 0.23; H = 1; I = 4; J = 0.9; K = 17
> Cn1c(N)c(C(=O)COC(=O)Cn2cc(C(F)(F)F)ccc2=O)c(=O)n(C)c1=O
  A = -3; B = -3; C = 9; D = 1; E = 1.1; F = 1540; G = 0.55; H = -7; I = 4; J = 0.9; K = 4
> CN1CCN(CC(C)(C)NS(=O)(=O)c2ccc(Cl)cc2)CC1
  A = -7; B = -2; C = 15; D = 1; E = 1; F = 1479; G = 0.26; H = -8; I = 3; J = 0.9; K = 8
> Cc1c(NC(C)c2ccccc2O)c(=O)n(-c2ccccc2)n1C (stereo not given)
  A = .; B = 7; C = 5; D = 1; E = 1.1; F = 1414; G = 1.1; H = 4; I = -1; J = 1; K = 4
> CC(C)CCn1c(SCC(N)=O)nc2c1c(=O)n(C)c(=O)n2C
  A = 11; B = 3; C = 5; D = 0.9; E = 1.1; F = 1448; G = .; H = 2; I = -4; J = 0.9; K = -4
> CC(=O)c1csc(-c2ccccc2)n1
  A = -32; B = 9; C = 12; D = 1; E = 1.1; F = 1472; G = -0.79; H = 7; I = 4; J = 0.9; K = 12
> Cc1ccc(NC(=O)C2CC(=O)N(c3ccc4c5c(cccc35)CC4)C2)cc1 (stereo not given)
  A = .; B = 3; C = 22; D = 1; E = 1; F = 1619; G = .; H = 6; I = 6; J = 0.8; K = 5
> CCc1ccc(C(=O)NC(CC(C)C)C(=O)O)cc1 (stereo not given)
  A = .; B = 2; C = -4; D = 1.1; E = 1; F = 1622; G = -0.4; H = 4; I = -2; J = 1; K = 1
> CC1(C)Cc2nc3n[nH]c(N)c3cc2CO1
  A = -53; B = 3; C = 8; D = 1; E = 1; F = 1417; G = .; H = 0; I = -2; J = 0.9; K = 21
> CC(OC(=O)c1cccs1)C(=O)NCC1CCCO1 (stereo not given)
  A = -24; B = -1; C = -5; D = 1.1; E = 1; F = 1459; G = -0.58; H = 2; I = -6; J = 1; K = 23
> CC(C)(C)NC(=O)CN(C(=O)C1CSC(=O)C1)c1ccccc1F (stereo not given)
  A = -10; B = -7; C = -2; D = 1.1; E = 1.1; F = 1396; G = -0.49; H = -8; I = -8; J = 1; K = 1
> O=C(c1ccccc1)C(Nc1ccccn1)c1ccccc1 (stereo not given)
  A = -11; B = 1; C = 16; D = 0.9; E = 0.9; F = 1577; G = -0.054; H = 4; I = 9; J = 0.8; K = 10
> c1ccc(CN2CCCC3(CCCN(Cc4nc(CC5CC5)no4)C3)C2)cc1 (stereo not given)
  A = 8; B = 2; C = 14; D = 1; E = 0.9; F = 1594; G = 0.18; H = 15; I = 17; J = 0.9; K = 4
> Cc1ccc(S(=O)(=O)NC(=NCC(=O)O)c2ccccc2)cc1
  A = -70; B = 9; C = 8; D = 1; E = 1; F = 1414; G = .; H = 5; I = -3; J = 0.9; K = -2
> C=CCn1c(C2CC2)n[nH]c1=S
  A = 3; B = -1; C = 17; D = 1.1; E = 1.1; F = 1659; G = 0.021; H = 14; I = 0; J = 0.8; K = 10
> CN(C)C(=O)c1cc(C(=O)c2ccc(C(F)(F)F)cc2F)c[nH]1
  A = 0; B = 2; C = 1; D = 1; E = 0.9; F = 1561; G = 0.017; H = -1; I = 13; J = 1; K = 4
> O=C(O)CCN(CCC(=O)O)c1nnc(SCc2ccccc2)s1
  A = .; B = -2; C = -2; D = 1.1; E = 1; F = 1726; G = -0.031; H = 1; I = 2; J = 1; K = 8
> CCOc1ccccc1N1C(=O)c2ccc(C(=O)Nc3cccnc3)cc2C1=O
  A = 11; B = 16; C = 2; D = 1.1; E = 1; F = 1643; G = .; H = -3; I = 10; J = 1; K = -8
> COc1ccc(N(C)C(=O)CCC(=O)Nc2ccc3nc(N4CCOCC4)cc(C)c3c2)c(OC)c1
  A = 27; B = -1; C = 14; D = 0.7; E = 0.9; F = 1697; G = .; H = 8; I = 4; J = 0.9; K = 14
> CCc1nc2ccccc2c(C(=O)NCc2ccccc2)c1C
  A = -20; B = -1; C = -12; D = 1; E = 1.1; F = 1646; G = -0.22; H = -1; I = -2; J = 1.1; K = 12
> O=C(/C=C/c1ccc(Cl)cc1)NC(=S)Nc1ccc(CN2CCOCC2)cc1
  A = 5; B = -1; C = 8; D = 0.9; E = 0.8; F = 1615; G = 0.73; H = 9; I = -2; J = 0.9; K = 18
> O=C(NCC1CCCO1)c1ccc(Oc2ccc([N+](=O)[O-])cc2)cc1 (stereo not given)
  A = -4; B = 2; C = 3; D = 1.1; E = 1.1; F = 1749; G = 0.14; H = -4; I = 12; J = 1; K = 10
> O=C1CN(C(=S)NC(=O)c2ccc(-c3ccccc3)cc2)CCN1
  A = -7; B = 3; C = 22; D = 0.9; E = 0.9; F = 1641; G = 1.1; H = 3; I = 13; J = 0.8; K = 4
> CCn1c(C)c2c(C)nnc(C)c2c1C
  A = .; B = 5; C = 6; D = 1.1; E = 1; F = 1697; G = .; H = 4; I = 5; J = 0.9; K = -10
> CCOC(=O)c1cccc(NC(=O)CSc2nnc(-c3ccncc3)n2CCCOC)c1
  A = 17; B = -1; C = 2; D = 1; E = 1.1; F = 1427; G = .; H = -11; I = -3; J = 1; K = 2
> CC(=O)c1c(C)[nH]c(C(=O)OC2CCOC2=O)c1C (stereo not given)
  A = -6; B = 0; C = 10; D = 0.9; E = 0.9; F = 1406; G = 0.28; H = 0; I = 0; J = 0.9; K = 0
> Cc1ccc(NC(=O)c2ccccc2OCC(=O)Nc2cccc(Cl)c2C)nc1
  A = 7; B = 5; C = -11; D = 1; E = 1.1; F = 1704; G = -0.41; H = 9; I = 2; J = 1.1; K = -7
> Cc1ccc2c(c1)-c1c(cnn1CC(=O)N(CCC#N)c1ccccc1)CO2
  A = -20; B = 1; C = -1; D = 1.1; E = 1.1; F = 1546; G = .; H = 1; I = -7; J = 1; K = 11
> CCN(CC)/C(=N/S(=O)(=O)c1ccc(C)cc1)c1ccccc1
  A = .; B = -12; C = 17; D = 1; E = 0.9; F = 1423; G = -0.24; H = 1; I = -2; J = 0.8; K = 0
> O=C(c1ccccc1Cl)N1CCCC(c2nc3c(nnn3Cc3ccccc3)c(=O)[nH]2)C1 (stereo not given)
  A = -26; B = 6; C = 5; D = 1; E = 0.9; F = 1771; G = 0.25; H = 2; I = -1; J = 1; K = 12
> CCOC(=O)c1cc(C#N)c(N2CCN(c3ccc(OC)cc3)CC2)[nH]c1=O
  A = -8; B = -1; C = 5; D = 0.9; E = 1; F = 1741; G = 0.46; H = 1; I = -1; J = 0.9; K = 0
> CCCN(CCC)C(=O)c1ccc2c(c1)N(Cc1ccccc1)C(=O)CS2=O (stereo not given)
  A = -28; B = 2; C = 10; D = 0.9; E = 0.9; F = 1625; G = .; H = 6; I = 3; J = 0.9; K = 0
> C#CCOCCOCCOCCNc1nc(N2CCN(C(=O)[C@H](Cc3cc4ccccc4[nH]3)n3cc(C(N)CC(C)C)nn3)CC2)nc(N2CCN(C(=O)[C@H](CCC(=O)O)n3cc(C(N)[C@H](C)CC)nn3)CC2)n1 (stereo not given in full)
  A = -14; B = 3; C = -10; D = 1.3; E = 1.3; F = 1494; G = .; H = 5; I = -7; J = 1.1; K = 4
> O=C(Nc1ccc(Cl)cn1)C1CCCN1S(=O)(=O)c1cccc2ccccc12 (stereo not given)
  A = .; B = -11; C = 16; D = 1; E = 0.9; F = 1552; G = -0.52; H = 4; I = -4; J = 0.8; K = 4
> COc1ccc(C(N)CCc2ccc(C)o2)cc1 (stereo not given)
  A = 27; B = 1; C = 3; D = 1.3; E = 1.2; F = 1386; G = -1.5; H = -6; I = 4; J = 1; K = 7
> COc1cc(NC(=S)Nc2cccc(Cl)c2Cl)c(OC)cc1Cl
  A = .; B = 3; C = 15; D = 0.8; E = 0.8; F = 1792; G = .; H = 13; I = 8; J = 0.8; K = 7
> COc1cc(OC)cc(C(=O)NC(=S)Nc2ccc(N3CCCC3)cc2)c1
  A = -31; B = 8; C = 22; D = 0.8; E = 0.8; F = 1964; G = -0.62; H = 15; I = 5; J = 0.8; K = 9

In the list so far, these have fluorine:
Abbreviations: A = S1P3 antag; B = PPARg SRC-3 ag; C = Diaph inh CS; D = PMI act hi M6P; E = PMI activator; F = SRC2 TRFRET art; G = ROMK mod; H = PPARg SRC-2 ag; I = PPARg SRC1 recr; J = Diaph act CS; K = G6PDH counter
> Cn1c(N)c(C(=O)COC(=O)Cn2cc(C(F)(F)F)ccc2=O)c(=O)n(C)c1=O
  A = -3; B = -3; C = 9; D = 1; E = 1.1; F = 1540; G = 0.55; H = -7; I = 4; J = 0.9; K = 4
> CC(C)(C)NC(=O)CN(C(=O)C1CSC(=O)C1)c1ccccc1F (stereo not given)
  A = -10; B = -7; C = -2; D = 1.1; E = 1.1; F = 1396; G = -0.49; H = -8; I = -8; J = 1; K = 1
> CN(C)C(=O)c1cc(C(=O)c2ccc(C(F)(F)F)cc2F)c[nH]1
  A = 0; B = 2; C = 1; D = 1; E = 0.9; F = 1561; G = 0.017; H = -1; I = 13; J = 1; K = 4

Screening results: PubChem, several laboratories
